PDI inh: PDI (human) enzyme inhibition. inhibition, % at 10 µM. PDI insulin aggregation turbidity, A650, 90 min. P07237. 350,000 tested, 0.052% active;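 active means mean inhibition across replicates of 30% or more, whatever share of single replicates reach that level; inconclusive means mean inhibition below 30% while every single replicate reaches 30%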;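 further: absorbance from insulin aggregation driven by PDI reduction with DTT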
Target sequence (P07237 whole entry, looked up): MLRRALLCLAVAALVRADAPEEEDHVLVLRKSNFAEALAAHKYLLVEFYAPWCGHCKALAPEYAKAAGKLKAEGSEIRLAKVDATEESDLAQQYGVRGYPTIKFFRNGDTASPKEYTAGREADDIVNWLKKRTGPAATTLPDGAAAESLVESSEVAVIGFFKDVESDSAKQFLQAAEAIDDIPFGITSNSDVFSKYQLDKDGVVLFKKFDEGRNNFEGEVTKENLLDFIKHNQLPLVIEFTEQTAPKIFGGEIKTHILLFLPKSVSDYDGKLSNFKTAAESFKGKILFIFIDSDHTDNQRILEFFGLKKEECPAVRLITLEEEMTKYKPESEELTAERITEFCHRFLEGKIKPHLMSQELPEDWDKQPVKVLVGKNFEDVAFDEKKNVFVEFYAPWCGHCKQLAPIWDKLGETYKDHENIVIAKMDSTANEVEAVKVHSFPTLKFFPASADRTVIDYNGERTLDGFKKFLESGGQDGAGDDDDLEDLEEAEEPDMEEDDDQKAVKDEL
ABCB6 inh MLPCN: inhibitors of human ABC transporter ABCB6 | fluorescence ratio to DMSO, % at 10 µM | Q9NP58 | AID 602162 | K562-ABCB6 porphyrin accumulation, flow cytometry, 1 h; hits give low values | 360,000 tested, 0.19% active;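 active means fluorescence ratio to DMSO below 75%, the collection mean minus 3 SD; inconclusive means too few cells collected in the well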;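 further: signal is porphyrin accumulated inside mitochondria; 100% equals median channel fluorescence of DMSO control wells; lower ratio means ABCB6 inhibition with less porphyrin fluorescence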
CaV13 ICDI inh: Disruptors of the CACNA1D IQ motif to Ca2+-dependent inactivation inhibitor domain association, primary screening, Förster resonance energy transfer in intact living …. 340,000 tested, 0.098% active. HEK cells, CFP/YFP FRET ICDI-IQ, plate reader, 10 min; percent FRET-ratio fall versus neutral wells. inhibition, % at 12.3 µM. AID 743397;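 active means mean replicate inhibition of at least 30% and at least 1% of replicates passing that level; inconclusive means only one of the two criteria is met; inactive means neither criterion is met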;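 further: 0% = median of the neutral control wells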
m5-HT2A agonist: agonists of mouse serotonin 5-HT2A receptor (HTR2A); CHO-K1 mHTR2A beta-arrestin complementation, luminescence; percent of 30 µM serotonin response; P35363; 360,000 tested, 0.66% active; activation, % at 7.6 µM;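 active means activation above a run cutoff, the mean activation of all tested compounds plus 3 SD, cut at about 14% in these data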;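 further: 0% = plate median of compound wells and 100% = 30 µM serotonin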
Target sequence (P35363 whole entry, looked up): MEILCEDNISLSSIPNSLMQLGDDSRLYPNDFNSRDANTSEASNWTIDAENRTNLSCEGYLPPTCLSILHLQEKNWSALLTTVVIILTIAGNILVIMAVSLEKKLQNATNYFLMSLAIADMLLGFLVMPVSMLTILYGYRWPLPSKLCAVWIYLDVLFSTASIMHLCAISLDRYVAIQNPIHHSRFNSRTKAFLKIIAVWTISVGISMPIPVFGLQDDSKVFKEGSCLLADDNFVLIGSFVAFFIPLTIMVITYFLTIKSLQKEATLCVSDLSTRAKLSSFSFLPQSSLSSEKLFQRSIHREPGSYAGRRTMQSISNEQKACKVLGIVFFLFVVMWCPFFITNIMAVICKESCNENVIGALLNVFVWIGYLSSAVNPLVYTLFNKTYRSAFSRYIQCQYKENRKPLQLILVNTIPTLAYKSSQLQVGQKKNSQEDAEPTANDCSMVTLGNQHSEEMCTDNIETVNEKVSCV
N-glyco inh: blocks N-linked glycosylation in D54 reporter cells. D54 ERlucT glycosylation luciferase reporter, 24 h; percent of 100 nM tunicamycin response. reporter increase, % at 12.5 µM. 360,000 tested, 0.23% active. AID 588692;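 active means mean luciferase reporter signal, scaled so untreated is 0 and the glycosylation-blocking control 100, at or above a set limit in every replicate; inconclusive means mean reaches the limit but not every replicate does; inactive means mean below the limit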;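 further: luciferase carries N-glycosylation sites so blocking glycosylation raises the light; 0% = median of neutral control wells and 100% = median of 100 nM tunicamycin wells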
MC4R ag barr: activates human MC4R beta-arrestin recruitment | activation, % at 8.9 µM | U2OS MC4R beta-arrestin complementation, luminescence; percent of melanotan II response, DMSO zero | 360,000 tested, 0.98% active | P32245 | AID 540308;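 active means activation above a per-plate cutoff, the mean activation of sample wells on that plate plus 3 SD, cut at about 8% in these data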
H9c2 protect: myocardial damage modulation in H9c2 cells; H9c2 cardiomyocytes, H2O2 injury protection, ATPLite, 2 h; protection from H2O2 cell death, % at 20 µM; 360,000 tested, 0.63% active;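 active means compounds giving at least 50% protection of heart cells from peroxide-induced death in the single-dose screen, raw or plate-pattern-corrected value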;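 further: 0% = DMSO wells with peroxide and 100% = DMSO wells without peroxide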
Exocytosis inh: blocks lytic granule exocytosis; inhibition, % at 10 µM; TALL-104 LAMP-1 surface exposure, flow cytometry; cells stimulated with thapsigargin and PMA; AID 651702; 360,000 tested, 0.66% active;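 active means inhibition above about 55%, limit read from the data; inconclusive means no clear call, values can overlap the other calls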
MC4R antagonist: blocks human MC4R cAMP signaling; inhibition, % at 6.5 µM; AID 540295; 360,000 tested, 0.48% active; MC4R-expressing cells, MTII-stimulated cAMP, LANCE TR-FRET; P32245;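 active means inhibition above its plate's cutoff, the mean of tested wells on that plate plus 3 SD, cut at about 29% in these data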;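 further: 0% = Melanotan II alone and 100% = Melanotan II plus saturating MCL0020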
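Assay system: U2OS-MC4R stable cell line; Also added: Melanotan II; Technique: Eu-cAMP/anti-cAMP TR-FRET, emission 671 nm; Times: 30-min compound, 1-h challenge, 1-h detection, room temperature.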
ABHD5-PLIN5 inh: inhibitors of human ABHD5-perilipin-5 interaction | 360,000 tested, 0.78% active | inhibition, % at 4 µM | Split G. princeps luciferase complementation, luminescence, 4 h;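 active means inhibition above the mean inhibition across every tested compound plus 3 SD, cut at about 22% in these data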;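 further: 0% = DMSO only wells and the 100% control is not disclosed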
* = called active by the depositor; ? = inconclusive; . = not tested or not shown; & = joins results of further samples.

Compound	PDI inh	ABCB6 inh MLPCN	CaV13 ICDI inh	m5-HT2A agonist	N-glyco inh	MC4R ag barr	H9c2 protect	Exocytosis inh	MC4R antagonist	ABHD5-PLIN5 inh
Cc1cc(C(=O)N/N=C/c2c(CO)cnc(C)c2O)c2ccccc2n1	3	100	-3	-1	1	-3.1	55*	-4	1	9
CC(CC(=O)Nc1ccc(F)c([N+](=O)[O-])c1)c1ccccc1 (centres undefined)	8	88	.	-2	-1	-0.2	-1	3	8	2
O=c1c([N+](=O)[O-])c(N2CCCC2)c2ccccc2n1-c1ccccc1	-1	92	8	3	1	-1.4	-7	-4	6	4
O=[N+]([O-])c1ccccc1SNc1ccccn1	0	99	-5	2	0	-0.1	5	-6	4	-3
CCOc1cc(CN2CCC(CO)(Cc3cccc(C(F)(F)F)c3)CC2)ccc1OC	-2	97	-5	-2	0	-1.1	0	0	9	10
CCC(c1nnnn1C1CCCC1)N1CCC(C(N)=O)CC1 (centres undefined)	8	97	-4	1	0	0.7	4	6	2	-1
O=S(=O)(c1cnc[nH]1)N1CCN(c2ccccc2)CC1	.	103	-7	-2	2	-0.2	16	-11	-5	2
CCn1nc(NC(=O)C(C)C)c2cc3cccc(C)c3nc21	5	101	-5	1	2	3.3	-3	4	6	-5
Cc1ccc2nsnc2c1NC(=O)CCl	-5	95	-7	1	8	-4.5	1	-2	5	0
Clc1ccc(OCc2nnc3n2CCCCC3)c(Cl)c1	-4	97	4	0	-1	3.2	-7	2	-1	-5
Nc1c(N(Cc2ccccc2)C(=O)COc2ccc(F)cc2Cl)c(=O)[nH]c(=O)n1Cc1ccccc1	1	97	-20	1	2	-2.5	5	7	27	-6
C[C@H]1CN([C@@H](C)CO)C(=O)Cc2cc(NC(=O)Cc3ccccc3)ccc2O[C@H]1CN(C)C(=O)Nc1cccc2ccccc12	0	84	-6	-1	1	-0.3	2	32	7	14
CCOC(=O)C1CCN(C(=O)Cn2c(=O)oc3cc(S(=O)(=O)N4CCCC4)ccc32)CC1	0	104	-6	-3	-1	-0.8	38	-3	26	-1
O=C(CCCc1ccccc1)Nc1ccc(Br)cc1F	5	92	.	0	-1	2.2	1	4	-2	6
COc1ccc(CCNC(=S)N2CCN(S(=O)(=O)c3ccccc3)CC2)cc1	-1	96	-16	5	-3	-1.9	-3	6	7	-2
COc1ccc(NC(=O)CC2SC(=NCC3CCCO3)NC2=O)cc1 (centres undefined)	10	99	-4	4	2	0.7	1	-1	-1	2
COc1c(F)c(F)c(-c2csc(N)n2)c(F)c1F	-1	94	-5	-4	3	-2.4	0	-1	6	-8
O=C(Cc1ccccc1)Nc1c(C(=O)N2CCCCCC2)cnn1-c1ccccc1	10	91	1	0	-1	-0.9	20	-2	1	0
Cc1ccc(C2CC(c3cccs3)=NN2C(=O)CSC2=NCCS2)cc1 (centres undefined)	18	94	-3	-1	-1	-2.5	7	?	-2	3
COc1ccc(NC(=O)c2cc(-c3ccncc3)nc3ccccc23)c(OC)c1	3	99	-7	-2	-3	-0.9	24	-5	3	13
O=C(CC1SC(N2CCCC2)=NC1=O)Nc1ccc(C(=O)NCc2ccc(F)cc2)cc1 (centres undefined)	-3	92	1	-2	1	-2.8	-4	-1	6	6
O=C(Nc1cc(S(=O)(=O)N2CCCCC2)ccc1Oc1ccccc1)C1=COCCO1	8	96	-2	5	0	-1.7	-4	-1	3	-5
CN(C)/N=C1\C(=O)N(CN2CCN(c3ccccc3)CC2)c2ccccc21	-2	104	-6	22*	1	0.4	8	-3	-4	2
CC(C)COC(=O)N1CCCCC1c1cc(C(=O)NCc2ccc(F)cc2)no1 (centres undefined)	0	100	-9	-1	-3	0.6	-4	-2	2	-2
CN(C)CCC(C(=O)c1ccccc1)c1ccccn1 (centres undefined)	-3	99	.	-8	-1	-3.1	-2	-2	4	0
Cc1ccc(S(=O)(=O)N2CCOCC2)cc1NC(=O)CNCc1ccccn1	-1	100	1	8	0	-1.0	0	-3	11	-1
COc1ccc(NC(=O)CN2CCN(S(=O)(=O)c3ccc(Cl)cc3)CC2)cc1	0	98	-7	0	0	2.0	-1	1	7	-3
CCn1c(SCc2ccc([N+](=O)[O-])cc2)nnc1C(C)NC(=O)c1ccccc1Br (centres undefined)	2	96	-9	0	2	-0.7	-6	0	4	4
COc1ccc(C(=O)C2CCCN(C3Cc4ccccc4C3)C2)cc1OC (centres undefined)	-3	93	-2	-4	-4	-1.5	-4	-1	5	-5
CC(C)Nc1nc(-c2ccccc2)nc(-n2ccnc2)n1	-1	101	-3	1	3	1.3	12	2	10	1
COc1ccc(CNC(=O)Cn2cc([N+](=O)[O-])cn2)cc1	14	98	-5	0	-1	-1.8	1	0	13	6
CCCn1c(C)cc(/C=C(\C#N)C(=O)OCC(=O)Nc2cccc(OC)c2)c1C	2	102	-5	1	1	0.1	-3	-9	4	-1
Cc1nnc(NC(=O)NC(C)N2C(=O)C3C4C=CC(C4)C3C2=O)s1 (centres undefined)	-1&9	105&89	-7&-5	-1&-1	-1&0	-1.9&-1.2	8&4	10&-2	-3&9	2&-5
O=C(Nc1nc2ccccc2[nH]1)c1ccccc1F	0	100	-8	-3	-20	-1.7	-21	0	-2	-3
FC(F)(F)c1ccc(/C=N/n2c(COc3ccccc3)n[nH]c2=S)cc1	15	103	-18	-1	-1	5.6	-7	-2	0	-3
Cc1ccc(S(=O)(=O)NNC(=O)C(=O)NNc2ccccn2)cc1	4	105	.	6	1	1.0	3	-2	13	2
O=C(COC(=O)c1ccc(Cl)nc1)c1ccc2c(c1)OCCO2	-2	99	1	0	1	0.1	-23	-5	25	2
CC1CCN(C(=O)Cn2c(=O)n(Cc3ccco3)c(=O)c3sccc32)CC1	13	103	-4	-2	3	-0.6	2	-6	2	0
CCOC(=O)c1cnn(-c2ccc(C(C)C)cc2)c1NC(=O)C1CCC1	7	118	-5	-4	-1	-1.3	-3	3	2	-11
COC(=O)C(C)NC(=S)N1CCN(c2c(F)cc3c(=O)c(C(=O)O)cn(C4CC4)c3c2OC)CC1C (centres undefined)	3	99	1	-3	-3	-0.5	4	-4	20	3
Cc1ccc(C(=O)NNC(=O)c2ccc(-n3cncn3)c([N+](=O)[O-])c2)cc1	-1	102	-6	0	1	-2.9	3	12	8	-11
Cc1noc(C)c1-c1nnc(-c2ccc(C(F)(F)F)cc2)o1	1	96	-5	7	-1	-0.6	-4	-2	-4	5
O=C(CN1C(=O)c2ccccc2S1(=O)=O)NC1CCCCC1	-4	98	-7	-4	0	-0.5	-4	-1	-1	0
COc1cc(OC)cc(-c2cc3nc(C)c(CCC(=O)NC(C)CCc4ccco4)c(C)n3n2)c1 (centres undefined)	5	96	-5	1	-1	1.1	16	0	8	0
CSc1nsc(/C=C/Nc2ccc(Cl)cc2)c1C#N	10	137	.	-2	1	-0.2	-6	-3	6	-11

3 entries out of the list above, ordered by the value under ABHD5-PLIN5 inh, smallest number first.
Compound	PDI inh	ABCB6 inh MLPCN	CaV13 ICDI inh	m5-HT2A agonist	N-glyco inh	MC4R ag barr	Exocytosis inh	MC4R antagonist	ABHD5-PLIN5 inh
Nc1c(N(Cc2ccccc2)C(=O)COc2ccc(F)cc2Cl)c(=O)[nH]c(=O)n1Cc1ccccc1	1	97	-20	1	2	-2.5	7	27	-6
O=[N+]([O-])c1ccccc1SNc1ccccn1	0	99	-5	2	0	-0.1	-6	4	-3
CC(C)COC(=O)N1CCCCC1c1cc(C(=O)NCc2ccc(F)cc2)no1 (centres undefined)	0	100	-9	-1	-3	0.6	-2	2	-2

(more compounds)
Compound	PDI inh	ABCB6 inh MLPCN	CaV13 ICDI inh	m5-HT2A agonist	N-glyco inh	MC4R ag barr	H9c2 protect	Exocytosis inh	MC4R antagonist	ABHD5-PLIN5 inh
CCc1ccc([C@@H]2CC(=O)[C@@H]3CN(S(=O)(=O)c4ccccc4)[C@H](c4ccc(OC)cc4)C[C@@H]3N2S(=O)(=O)c2ccc(C)cc2)cc1	.	102	-4	-2	-1	.	1	-2	.	-2
CCn1c(SCC(=O)Nc2nccs2)nnc1-c1ccc(S(=O)(=O)N2CCCCCC2)cc1	2	95	-4	5	12	0.1	2	2	13	0
CN1C(=O)C(O)(CC(=O)c2ccc3c(c2)OCO3)c2ccccc21 (centres undefined)	-4	96	.	-2	2	-0.3	1	6	-3	-5
COc1ccc(CN2C(=O)C(CC(=O)NCCCN(C)C)CC(C(=O)N3CCCCCC3)=C2C)cc1 (centres undefined)	.	101	-12	3	.	.	.	-19	.	2
O=C(Cc1ccc(F)cc1)N/N=C/c1ccccn1	-5	102	-2	-5	3	0.7	1	19	0	-4
Cn1nccc1CNC(=O)c1ccnn1C	-3	99	-6	-1	1	-2.4	2	2	-2	2
O=S1(=O)CCN(Cc2ccc(F)cc2)CC1	0	99	2	6	-1	-0.3	0	-4	14	-2
CC(C)NC(=O)c1ccc(-c2ccccc2C(F)(F)F)o1	-4	99	-8	0	-1	-0.2	-12	-7	11	10
COc1cc(C(N)=O)cc(Br)c1OC	-1	98	.	0	-1	-0.3	6	2	4	1
NC(=O)CC(NC(=O)Cc1ccc(Cl)cc1)c1ccc(N2CCN(c3ccccn3)CC2)c([N+](=O)[O-])c1 (centres undefined)	-3	99	-5	5	0	0.0	4	-5	13	8
CC(C)(C)C1COc2ccccc2N1C(=O)c1cccc(Cl)c1 (centres undefined)	-7	95	-4	6	-2	-0.3	-4	2	4	-4
COc1ccc(CCNC(=O)COC(=O)c2ccc[nH]c2=O)cc1	1	102	-6	4	-1	1.1	3	0	5	-6
COc1ccccc1OCC(=O)N(Cc1nc(-c2ccccc2)no1)C(C)C	-7	93	-4	0	1	0.5	-4	-7	-1	-9
CCOc1ccccc1NS(=O)(=O)c1ccc(Br)s1	-11	95	-8	-6	0	-1.2	-7	0	0	-3
CC(OC(=O)c1ccc(NS(=O)(=O)c2ccc3[nH]c(=O)[nH]c3c2)cc1)C(N)=O (centres undefined)	0	96	-5	-3	2	0.2	-1	-5	0	3
Cn1nc(C(C)(C)C)cc1N1C(=O)CCC1(C)C(=O)NC1CCCC1 (centres undefined)	.	98	-11	1	-2	.	6	-1	.	-3
COc1ccc(C2c3ccc4ccccc4c3Oc3ncn4nc(Cc5ccccc5)nc4c32)cc1OC (centres undefined)	5	103	-6	4	-4	0.1	-1	-2	17	1
Cc1ccc(CN(C)C(=O)COc2ccc(S(=O)(=O)N3CCCC3)cc2[N+](=O)[O-])c(C)c1	0	101	-3	-5	1	-0.2	-5	-1	7	-12
Cc1ccc2nc(-c3cccc(S(=O)(=O)N(C)C)c3)cn2c1	-4	109	.	-2	0	0.6	-4	-5	7	0
CCN(C(=O)COc1ccccc1[N+](=O)[O-])C1CCS(=O)(=O)C1 (centres undefined)	-16	105	-3	0	1	-3.8	7	16	0	-5
Nc1cccc(C(=O)NCCNC(=O)c2cccc(N)c2)c1	9	98	-18	2	1	-1.4	0	-3	9	-7

Source: PubChem BioAssay (several laboratories)
